# GCN5L2 inh = blocks human GCN5L2 histone acetyltransferase | Q92830 | GCN5L2 HAT assay, ThioGlo1 CoA-SH fluorescence | Potency, µM (highest dose often 58.9 µM), without a hit: at the top dose activity change, negative = inhibition, most hits filed as inhibitors | hit rate 0.21% among 390,000 | AID 504327
# Target sequence (Q92830 whole entry, looked up): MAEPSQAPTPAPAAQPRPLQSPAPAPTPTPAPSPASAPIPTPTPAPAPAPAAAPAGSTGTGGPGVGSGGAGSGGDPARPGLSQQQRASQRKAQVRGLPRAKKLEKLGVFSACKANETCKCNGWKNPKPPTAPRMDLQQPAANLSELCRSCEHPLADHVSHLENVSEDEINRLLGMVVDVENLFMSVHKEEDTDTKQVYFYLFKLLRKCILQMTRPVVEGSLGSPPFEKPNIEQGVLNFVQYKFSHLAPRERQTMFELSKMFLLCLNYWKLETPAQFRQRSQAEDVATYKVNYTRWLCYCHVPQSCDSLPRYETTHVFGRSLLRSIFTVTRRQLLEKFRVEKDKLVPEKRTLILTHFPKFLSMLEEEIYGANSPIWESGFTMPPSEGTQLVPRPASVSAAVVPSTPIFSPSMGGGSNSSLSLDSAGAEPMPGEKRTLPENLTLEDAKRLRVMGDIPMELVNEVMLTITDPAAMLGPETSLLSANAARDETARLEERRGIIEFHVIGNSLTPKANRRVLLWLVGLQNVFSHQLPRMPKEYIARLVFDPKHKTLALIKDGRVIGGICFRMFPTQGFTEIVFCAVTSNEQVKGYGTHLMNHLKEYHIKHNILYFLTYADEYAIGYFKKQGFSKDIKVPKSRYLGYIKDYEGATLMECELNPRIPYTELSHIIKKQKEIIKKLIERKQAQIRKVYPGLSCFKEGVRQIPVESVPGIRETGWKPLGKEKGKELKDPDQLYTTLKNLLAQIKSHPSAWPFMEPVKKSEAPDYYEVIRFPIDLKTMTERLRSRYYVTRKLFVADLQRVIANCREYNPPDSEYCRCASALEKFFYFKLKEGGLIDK
#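 Enzyme at 20nM final was mixed with library compounds for 15 min at room temperature. Peptide H3(1-25) at 75uM, acetyl-CoA at 70uM and ThioGlo1 at 50uM were then added. Plates were read immediately and after 20 min (Ex340nm/Em540nm).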
# DT40 TDP1 no CPT = qHTS for Inhibitors of human tyrosyl-DNA phosphodiesterase 1 (TDP1): qHTS in cells in absence of CPT; hit rate 15% among 420,000; DT40 Tdp1-/- hTDP1 cells, no CPT, ATP luminescence, 48 h; AID 686978, 2013; Potency, µM (top dose mostly 46.2 µM), inactives show at the top dose activity change, negative = growth inhibition, hits mostly inhibitors; also: nearly all actives have a fitted effect of over 55% in size
#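 Growth of hTDP1-complemented DT40 Tdp1-knockout cells is measured by ATP luminescence after at least 48 hr compound exposure at 37 °C, with DMSO substituting for the 20 nM CPT used in the parallel screen.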
# DT40 TDP1 CPT = DT40-hTDP1 cell growth loss with CPT | chicken DT40 Tdp1-/-;hTDP1 cells + 20 nM CPT, ATP luminescence, 48 h | Potency, µM (series often up to 46.2 µM), without a hit: at the highest dose activity change, negative = growth inhibition, hits mostly inhibitors | hit rate 12% among 420,000 | AID 686979; also: nearly all actives have a fitted effect of over 55% in size
#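 Chicken DT40 Tdp1-/- cells stably complemented with human TDP1 were seeded at 400 cells/well in medium containing 20 nM camptothecin, exposed to pin-transferred compounds, and grown at 37 °C for at least 48 hr. Viability was read as ATP luminescence.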
# Active calls of the source: *; ? = inconclusive; . = no result given; & = joins results of further samples; [ ] = remark or other dose. Calls follow the shape of the dose curve; as a rule, active = well fitted curve in the direction sought with a large enough effect; inconclusive = small, poorly fitted or top-dose-only effect, or another doubt; inactive = no such curve, though single readings can be large; an effect the other way counts as inactive or inconclusive. % is scaled to controls: 0 for no effect and ±100 for the full control effect; potency is read from the fitted curve at half-maximal effect.
# Screens in order – GCN5L2 inh	DT40 TDP1 no CPT	DT40 TDP1 CPT
- Cc1ccc(Cn2c(CN3CCC(C(=O)NCC(C)c4ccccc4)CC3)cc3ccccc32)cc1 (stereo not given)
  -2.7%	25.9µM*	?
- O=C(C(=O)N1CCC(c2ccccc2)CC1)c1ccccc1
  .	?	?
- COCc1cc(OC)nc(-c2csc(C)n2)n1
  -12.6%	6.0%	3.6%
- COc1ccc(S(=O)(=O)NCCC(=O)OCC(=O)NC2CC2)cc1
  2.3%	-13.9%	5.4%
- O=C(COC(=O)c1sc2cc(F)ccc2c1Cl)Nc1ncc(Cl)cc1Cl
  -0.5%	-86.8%	-10.9%
- COc1ccccc1NC(=O)c1ccc(N2CC3CC(C2)c2cccc(=O)n2C3)c(NC(=O)c2ccncc2)c1 (stereo not given)
  -4.4%	-26.3%	6.4%
- CN1CCN(C(=O)Cn2c(=O)oc3cc(S(=O)(=O)NCc4ccccc4)ccc32)CC1
  -15.5%	-25.7%	?
- O=C(NCc1ccc(Cl)cc1)C(=O)NCC(c1cccs1)S(=O)(=O)c1ccc(Cl)cc1 (stereo not given)
  -10.2%	?	?
- Cc1cc(N2C(=O)c3ccc(C(=O)Nc4ccccc4O)cc3C2=O)no1
  -1.1%	-0.6%	-5.1%
- CCOCCCNC(=O)c1[nH]c2cc(OC)ccc2c1Sc1ccccc1
  -4.3%	-3.6%	-24.8%
- COc1ccc(C(=O)NC(=S)Nc2ccc(CN3CCOCC3)cc2)cc1
  0.9%	?	?
- CC(C)(Oc1ccc(Cl)cc1)C(=O)Nc1ccc(-c2nc3ncccc3o2)cc1
  2.2%	18.4µM*	16.4µM*
- CC(CNC(=O)c1cncc(O)c1)NC(=O)c1cncc(O)c1 (stereo not given)
  1.7%	-6.8%	-4.4%
- O=C(C=Cc1ccco1)c1cc(Cl)ccc1O
  .	?	?
- CCOc1ccc(NC(=O)COc2ccccc2)c([N+](=O)[O-])c1
  0.9%	?	?

# Looked up above.
# In GCN5L2 inh, CCOc1ccc(NC(=O)COc2ccccc2)c([N+](=O)[O-])c1 shows 0.9%
# In DT40 TDP1 no CPT, COc1ccccc1NC(=O)c1ccc(N2CC3CC(C2)c2cccc(=O)n2C3)c(NC(=O)c2ccncc2)c1 (stereo not given) shows -26.3%
# In GCN5L2 inh, COc1ccc(C(=O)NC(=S)Nc2ccc(CN3CCOCC3)cc2)cc1 shows 0.9%
# In DT40 TDP1 CPT, CC(C)(Oc1ccc(Cl)cc1)C(=O)Nc1ccc(-c2nc3ncccc3o2)cc1 shows 16.4µM*
# In DT40 TDP1 CPT, O=C(COC(=O)c1sc2cc(F)ccc2c1Cl)Nc1ncc(Cl)cc1Cl shows -10.9%

# (cont.)
# Screens in order – GCN5L2 inh	DT40 TDP1 no CPT	DT40 TDP1 CPT
- N#CC1=C(SCC(N)=O)NC(=O)CC1c1ccccc1Cl (stereo not given)
  -3.4%	-14.9%	-3.1%
- O=C(CSC1=Nc2ccccc2N=C(c2ccc(F)cc2)C1)Nc1cc(F)ccc1F
  -13.0%	?	?
- CC(=O)N1CCCc2cc(S(=O)(=O)N(C)CC(=O)Nc3ccc(F)cc3Cl)ccc21
  -1.6%	?	?
- O=C(O)c1cc(N/N=C/c2c(O)ccc3ccccc23)ccc1Cl
  -14.0%	10.4%	-23.8%
- CC(C)n1c(CN(C)Cc2ccccc2)nc2c1c(=O)n(C)c(=O)n2C
  -8.4%	0.411µM*	0.731µM*
- CCOc1[nH]n(-c2ccc(Cl)cc2)c(=O)c1C=Nc1ccc(O)cc1
  -6.4%	5.17µM*	5.8µM*
- Oc1ccc(NC(=S)Nc2ccccc2)cc1
  3.1%&-1.1%	-8.0%&8.2%	-0.5%&-25.1%
- O=C(c1ccccc1-c1nc2ccccc2[nH]1)N1CCOCC1
  -7.8%	-2.6%	-1.8%
- CCC(C)(C)NC(=O)C(c1sccc1C)N(Cc1ccco1)C(=O)c1csnn1 (stereo not given)
  -3.5%	16.4µM*	16.4µM*
- CC(=O)NC(Cc1cccc(F)c1)C(=O)NC1CCN(C(=O)Nc2ccccc2)CC1 (stereo not given)
  -1.0%	4.2%	1.2%
- O=C(NC1CC1)C1=C[C@@H](c2ccc(Br)cc2)C[C@@H](OCc2ccc(CO)cc2)O1
  -8.2%	?	?
- O=C1NC2=C(C(=O)OC2)C(c2ccc(OC(F)(F)F)cc2)N1 (stereo not given)
  -4.9%	-1.0%	-1.2%
- COc1ccccc1NC(=O)NCC(=O)Nc1ccc(F)c(F)c1
  -0.3%	-18.9%	-19.0%
- Cc1ccccc1-n1c(SCC(=O)NCC2CCCO2)nnc1-c1ccncc1 (stereo not given)
  -1.5%	-11.1%	10.0%
- Cc1nc(S/C(=C/c2ccc(-c3ccc(Cl)cc3)o2)C(=O)O)n[nH]1
  1.8%	?	?
- CCCCNC(=O)CCCCCn1c(=O)[nH]c2ccccc2c1=O
  -2.4%	?	-28.2%
- CCNC(=S)NNC(=O)Cn1c(=O)c2c(ncn2CCOC)n(Cc2ccccc2)c1=O
  -1.7%	-13.9%	0.7%
- CCCCN1C(=O)C(O)(CC(=O)c2ccc(C)cc2C)c2cc(Br)ccc21 (stereo not given)
  -4.9%	16.4µM*	16.4µM*
- CCn1c(N)[n+](CC(=O)Nc2ccc(SC(F)F)cc2)c2ccccc21
  -17.4%	13µM*	?
- O=C(/C=N/O)NCCN1CCCCC1
  -2.1%	0.9%	1.4%
- CC(=O)NC(=S)Nc1ccc(NC(=O)COc2ccc(Cl)cc2Cl)cc1
  0.3%	6.51µM*	?
- Cc1nn(C)c(Cl)c1/C=C/C(=O)O
  -12.3%	-5.8%	-12.1%
- CC1(C)CC(=O)c2cc(OCC(=O)NCCN3CCCc4ccccc43)ccc2O1
  -4.5%	-18.1%	?
- O=C(N=Nc1c(O)[nH]c2ccc(Cl)cc12)c1cc(-c2cccs2)nc2ccccc12
  -3.7%	?	?
- COC(=O)N1CN(C(=O)OC)CN(C(=O)OC)C1
  -1.0%	-2.1%	-7.0%
- COc1ccc(S(=O)(=O)Nc2cccc(C)n2)c2ccccc12
  3.4%	-0.9%	0.0%
- COc1ccc(S(=O)(=O)N(C)CC(=O)NC2CCCC2)cc1OC
  0.0%	-1.3%	1.3%
- O=C(c1cc(-c2ccc3c(c2)OCO3)on1)N1CCCCC1
  -5.3%	-2.8%	5.1%
- O=C(CCc1ccccc1)N=C1SC2CS(=O)(=O)CC2N1c1ccccc1F (stereo not given)
  -7.1%	-1.8%	-17.5%
- O=C(c1ccco1)N1CCN(C(=O)C2CCCO2)CC1 (stereo not given)
  -3.1%	1.9%	-2.8%
- CC(C)(C)C(=O)Nc1ccc(F)cc1[N+](=O)[O-]
  -15.8%	33.8%[activator]	0.1%
- COC(=O)c1c(NC(=O)Cc2coc3ccc(C)cc23)sc2c1CCC2
  -1.5%	?	?
- O=C(N/N=C/c1c(O)ccc2ccccc12)C(=O)N1CCCC1
  .	?	?
- CC(C)Sc1nc(SCC(=O)NCc2ccco2)c2c3c(sc2n1)COC(C)(C)C3
  -4.3%	?	?
- COCCCn1cc(C(=O)c2cc(OC)ccc2OCC(=O)N2CCCCC2C)cc(C#N)c1=O (stereo not given)
  -1.0%	-11.4%	3.0%
- COc1ccccc1CNC(=O)CCn1c(=O)sc2ccccc21
  -0.9%	-9.0%	-5.0%
- O=C1CC(c2ccc(OCCCCCOc3ccc(C4CC(=O)NC4=O)cc3)cc2)C(=O)N1 (stereo not given)
  -5.0%	?	-26.7%
- COc1cc(OC)c(C2CC(=O)Nc3ccc4ccccc4c32)cc1OC (stereo not given)
  5.1%	?	-23.3%
- CCCCCOC(=O)C1=C(C)NC(=O)NC1c1ccc([N+](=O)[O-])cc1 (stereo not given)
  -7.7%	?	-3.5%
- COc1c(C)cc(C(O)c2ncc(-c3ccc4ccccc4c3)[nH]2)cc1C (stereo not given)
  .	?	?
- Cc1nc2ccccc2nc1CSc1nncs1
  1.7%	-12.6%	2.2%
- COc1ccc(OC)c(C2CC(c3ccccc3)=NN2C(=S)Nc2ccccc2)c1 (stereo not given)
  -5.1%	3.66µM*	3.66µM*
- O=c1[nH]cnc2c1sc(=S)n2-c1ccccc1
  -29.7%	?	?
- O=C(Cc1c(F)cccc1Cl)NCCc1c[nH]c2ccccc12
  -6.0%	?	-27.6%
- Cc1cccc(NC(=O)CSCc2cc(=O)n3ccsc3n2)c1C
  0.3%	0.2%	0.9%
- O=C(CSc1ncn[nH]1)N1CCN(c2nnc(-c3ccccc3)c3ccccc23)CC1
  -26.3%	?	?
- COc1ccc(-c2cc(C(=O)N3CCCCCC3)c3ccccc3n2)cc1OC
  .	?	?
- O=C(CN1CCCC1)Nc1ccc(NC(=O)Nc2ccccc2)cc1
  0.6%	10.3%	6.6%
- O=C(COc1ccc(Cl)cc1)N1CCN(S(=O)(=O)c2ccc(Cl)cc2)CC1
  -13.4%	?	?
- Cc1ccc(S(=O)(=O)c2cn(CC(=O)Nc3ccc4c(c3)OCO4)c3ccccc3c2=O)cc1
  -13.2%	?	-0.2%
- CC1(C(=O)O)CCCN(C(=O)c2ccc(OC(F)F)cc2)C1 (stereo not given)
  .	-4.7%	-13.9%
- Oc1c(C(c2ccccc2Cl)N2CCCC2)ccc2cccnc12 (stereo not given)
  -4.1%	16.4µM*	14.6µM*
- CCS(=O)(=O)c1nc(S(=O)(=O)c2ccc(C)cc2)c(N2CCCCCC2)s1
  .	?	?
- CCC(Sc1nc2ccccc2c(=O)[nH]1)C(=O)O (stereo not given)
  -4.8%	3.9%	3.7%
- O=S(=O)(NCCS(=O)(=O)N1CCN(c2cccc(Cl)c2)CC1)c1ccc(F)cc1
  -7.7%	20.6µM*	-50.7%
- COc1cc(NC(=O)CCC(=O)Nc2ccc3nc(N4CCOCC4)cc(C)c3c2)cc(OC)c1OC
  -6.3%	?	0.0%
- Cc1ccc(C)c2[nH]c(=O)c(CN(CCN3CCOCC3)Cc3nnnn3CC3CCCO3)cc12 (stereo not given)
  -3.2%	-8.5%	-18.0%
- O=c1oc2ccccc2c(Nc2ccccc2O)c1[N+](=O)[O-]
  4.6%	-15.6%	-13.1%
- CCOc1ccc(N(CC(=O)NC2CC3CCC2C3)S(=O)(=O)c2ccccc2)cc1 (stereo not given)
  -3.9%	-19.3%	?
- CC(C)CN1CCC(=O)N(CCO)CC1
  8.3%	-7.1%&-3.1%	-20.9%&-9.1%

# (further entries)
# Screens in order – GCN5L2 inh	DT40 TDP1 no CPT	DT40 TDP1 CPT
- Cc1cccc(OCC(O)Cn2ccnc2C)c1 (stereo not given)
  -16.0%	-13.7%	-4.0%
- COc1ccc(-n2nc(C(=O)NCC(=O)N3CCN(c4ccccc4)CC3)c3ccccc3c2=O)c(OC)c1
  -6.3%	?	?
- FC(F)Sc1ccc(-n2cc(-c3ccccc3)[n+]3c2CCC3)cc1
  0.0%	4.11µM*	5.8µM*
- O=C(c1cccc(NS(=O)(=O)c2ccc(F)c(F)c2)c1)N1CCN(Cc2ccccc2)CC1
  -0.4%	?	?
- Cc1cc(NC(=O)c2ccc(Cl)cc2Cl)n(CCC#N)n1
  -4.9%	-8.7%	-13.5%
- O=C(CSc1nc2ccccc2nc1Cc1ccccc1F)Nc1cccc(C(F)(F)F)c1
  -1.4%	-19.9%	-7.1%
- Cc1ccc(CN(c2ccc(C(=O)NCC3CCCO3)cc2)S(C)(=O)=O)cc1 (stereo not given)
  -9.1%	8.5%	-4.6%
- CC(=O)c1cccc(NC(=O)CN(C)S(=O)(=O)c2ccc3c(c2)CC(C)N3C(C)=O)c1 (stereo not given)
  -5.5%	?	?
- CN(C)c1ccc(-c2nc(-c3cccs3)c(-c3cccs3)[nH]2)cc1
  -20.0%	9.2µM*	10.3µM*
- CN1CCN(Cc2c(O)ccc3cc(-c4ccccc4)c(=O)oc23)CC1
  ?	?	?
- CCC1Nc2ncnc(N3CCCCC3)c2N(Cc2ccccc2)C1=O (stereo not given)
  -5.9%	-20.7%	?
- COc1ccccc1-c1nc(SCC(=O)N2CCOCC2)n[nH]1
  -1.8%	0.7%	1.8%
- COC(=O)c1ccc(NC(=O)CCN2CCOCC2)cc1
  0.9%	28.2%	2.0%

# Some of the entries so far, in CSV form.
molecule,GCN5L2 inh,DT40 TDP1 no CPT,DT40 TDP1 CPT
COc1ccc(-n2nc(C(=O)NCC(=O)N3CCN(c4ccccc4)CC3)c3ccccc3c2=O)c(OC)c1,-6.3%,?,?
FC(F)Sc1ccc(-n2cc(-c3ccccc3)[n+]3c2CCC3)cc1,0.0%,4.11µM*,5.8µM*
O=C(c1cccc(NS(=O)(=O)c2ccc(F)c(F)c2)c1)N1CCN(Cc2ccccc2)CC1,-0.4%,?,?

# Screening results: PubChem BioAssay, National Center for Advancing Translational Sciences (NCATS)

# Hits appear at their usual frequency, and some 18% of all compounds hit somewhere here.
